# Screens from PubChem.
# PNC inhibitor = blocks assembly of the perinucleolar compartment; PC3M PTB-GFP, PNC prevalence imaging, 16 h; hits give low values; activity change (PNC), negative = inhibition, % at 10 µM; 140,000 tested, 3.1% active;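 active means readout at or below -70, meaning at least 70% loss of cells showing the perinucleolar compartment, a nuclear body marking cancer cells; inconclusive means readout between -30 and a set limit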;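 further: plate controls were DMSO wells for no effect and camptothecin positive control wells for full effect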
#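 PC3M cells stably expressing PTB-GFP, 750–1000 cells/well, treated 16 h at 37 °C with compound (23 nl of library stock), in duplicate. After paraformaldehyde fixation and Hoechst stain, imaged at 20x; PNC prevalence scored by image analysis.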
# ALOX15B inhib = blocks human 15-lipoxygenase 2 activity; Potency, µM (top dose mostly 57.1 µM), for inactives: at the top dose activity change, negative = inhibition, actives largely listed as inhibitors; O15296; purified 15hLO-2, xylenol orange hydroperoxide absorbance; 110,000 tested, 0.56% active; further: potency means the concentration at half of the fitted maximal effect; nearly all actives have a fitted effect of over 60% in size; many of its hits are not listed in these tables
# Target sequence (O15296 whole entry, looked up): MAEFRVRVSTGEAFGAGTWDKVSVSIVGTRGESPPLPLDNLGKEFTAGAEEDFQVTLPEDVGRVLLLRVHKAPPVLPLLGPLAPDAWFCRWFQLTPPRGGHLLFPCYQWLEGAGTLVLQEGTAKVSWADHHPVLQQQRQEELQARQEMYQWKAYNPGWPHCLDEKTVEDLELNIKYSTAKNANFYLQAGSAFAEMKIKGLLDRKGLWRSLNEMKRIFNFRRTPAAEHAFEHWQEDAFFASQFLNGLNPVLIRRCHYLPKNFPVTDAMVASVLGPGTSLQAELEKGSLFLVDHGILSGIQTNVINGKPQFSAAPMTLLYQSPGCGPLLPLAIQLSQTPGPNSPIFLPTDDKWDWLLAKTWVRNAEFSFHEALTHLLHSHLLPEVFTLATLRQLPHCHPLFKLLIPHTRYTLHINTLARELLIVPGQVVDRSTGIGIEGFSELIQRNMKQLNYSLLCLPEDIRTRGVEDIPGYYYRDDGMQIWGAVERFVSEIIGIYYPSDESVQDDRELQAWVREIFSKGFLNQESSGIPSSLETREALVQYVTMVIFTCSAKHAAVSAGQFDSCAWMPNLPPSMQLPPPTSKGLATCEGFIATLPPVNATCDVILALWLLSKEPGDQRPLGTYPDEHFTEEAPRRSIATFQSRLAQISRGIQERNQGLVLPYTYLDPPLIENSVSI
#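 Purified human 15hLO-2 (50 nM final) preincubated with compounds 15 min at room temperature in 25 mM Hepes pH 7.5, 0.01% Triton X-100, then 45 uM arachidonic acid added for 90 min; hydroperoxide detected via ferrous/xylenol orange, 573/405 nm absorbance ratio.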
# IMPase cell inh = membrane-permeable compound that blocks inositol monophosphatase | P97697 | CHO-M1 cells, IP1 accumulation, HTRF TR-FRET ratio | inhibition (IP1 accumulation), % at 46.1 µM | 120,000 tested, under 10 active | AID 901; active means well fitted curve in the direction sought with a large enough effect in the signal ratio, not every such curve was filed as active; inconclusive means small, poorly fitted or top-dose-only effect, or a change in a side signal; inactive means no such curve, though single readings can be large or run the other way; the % refers to the signal ratio;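 further: cells stimulated with carbachol in lithium chloride buffer; plate controls were DMSO basal wells for no effect and reference inhibitor wells for full effect; higher means more IMPase inhibition seen as more IP1 and lower FRET ratio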
# Target sequence (P97697 whole entry, looked up): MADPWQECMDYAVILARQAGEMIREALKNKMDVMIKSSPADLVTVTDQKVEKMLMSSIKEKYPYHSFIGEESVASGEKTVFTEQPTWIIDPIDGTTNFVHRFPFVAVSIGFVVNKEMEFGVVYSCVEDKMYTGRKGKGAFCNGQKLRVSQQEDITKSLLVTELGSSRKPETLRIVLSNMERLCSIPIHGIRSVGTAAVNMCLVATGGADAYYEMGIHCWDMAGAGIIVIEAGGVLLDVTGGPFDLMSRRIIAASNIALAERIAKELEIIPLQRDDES
#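 Cellular IMPase inhibition is scored as a rise in cytosolic IP1, detected by competitive TR-FRET between d2-labelled IP1 and a europium anti-IP1 antibody. M1-expressing CHO cells were stimulated with carbachol for 30 min at 37C, with lithium (50 mM LiCl) present in the buffer.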
# 12-hLO inh = inhibitors of human 12-lipoxygenase (ALOX12) | P18054 | purified 12-hLO, xylenol orange hydroperoxide absorbance | Potency, µM (doses to about 57.1 µM), for inactives: at the top dose activity change, negative = inhibition, actives largely listed as inhibitors | 150,000 tested, 0.12% active | AID 1452; further: potency means the concentration at half of the fitted maximal effect; nearly all actives have a fitted effect of over 55% in size; many of its hits are not listed in these tables
#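 Lipoxygenase turnover measured by absorbance at 573 and 405 nm after Fe-XO development. Human 12hLO 150 nM, arachidonate 40 uM, pH 7.0 Hepes buffer with detergent; 15 min compound preincubation, 30 min reaction.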
# Starred values were filed as active, the others as inactive; ? = inconclusive; nt = no result given; [ ] = remark or other dose. Unless noted, the call rests on the fitted dose curve; in most records, active means well fitted curve in the direction sought with a large enough effect; inconclusive means small, poorly fitted or top-dose-only effect, or another doubt; inactive means no such curve, though single readings can be large; an effect the other way counts as inactive or inconclusive. Unless noted, on the % scale 0 is the no-effect control and ±100 the full control effect. Not all compounds are listed. The share of hits here may be higher or lower than overall.
# Each structure is followed by: PNC inhibitor, ALOX15B inhib, IMPase cell inh, 12-hLO inh
- Cc1ccc2cc(CN(CC3CCCO3)C(=O)C(C)C)c(=O)[nH]c2c1 (stereo not drawn)
    19.2, nt, -3.7, 0.7%
- Cn1c(=O)c2c(ncn2CC(=O)N2CCN(c3ccc(F)cc3)CC2)n(C)c1=O
    1.6, 0.3%, 0.2, -0.7%
- CCOC(=O)/C=C1\SCC(=O)N1Cc1nnc(-c2ccccc2Br)o1
    ?, -20.8%, 10.6, -14.9%
- Brc1ccc(-c2ccc(/C=N/Nc3nc4ccccc4[nH]3)o2)cc1
    -25.1, nt, -2.6, 5.5%
- CCOc1cc(/C=N/NS(=O)(=O)c2ccc(OC)cc2)ccc1OCCN1CCOCC1
    -22.7, nt, nt, -0.8%
- NS(=O)(=O)Cc1noc2ccccc12
    nt, -5.2%[0.0915 µM], 3.7, -2.4%[0.00818 µM]
- Nn1c(SCC(=O)N2CCN(S(=O)(=O)c3ccc(Cl)cc3)CC2)nnc1-c1cccs1
    35.0, 4.6%, 9.3, -4.6%
- COc1ccc(S(=O)(=O)Cc2ccc(C(=O)N3CCN(c4ccccc4)CC3)o2)cc1
    5.1, -0.8%, 4.1, 0.1%
- CCOC(=O)c1cccc(NC(=O)C2CCCN(S(=O)(=O)c3c(C)nn(C)c3C)C2)c1 (stereo not drawn)
    15.0, -0.5%, 5.1, 5.6%
- COc1ccc(C/C(N)=N/OC(=O)Cc2ccc(OC)c(OC)c2)cc1
    -3.7, -1.7%, 5.0, -5.9%
- CCOC(=O)C1=CN(C)C=C(C(=O)OCC)C1c1ccsc1
    5.9, -11.3%, 4.1, -0.9%
- CN1C(=O)c2ccc(NC(=O)c3c(F)c(F)c(F)c(F)c3F)cc2C1=O
    ?, -14.4%, -5.8, -0.5%
- CCOCCn1c(SCCCc2ccccc2)nc2c1c(=O)[nH]c(=O)n2C
    ?, nt, 5.4, -0.3%
- CCCCCn1cnc2c(sc3nc4c(cc32)CSC(C)(C)C4)c1=O
    ?, nt, nt, -2.9%
- Cc1nnc(SCC(=O)Nc2cc(-c3cc(C)c(C)cc3C)nn2-c2ccccc2)s1
    -4.7, nt, nt, 0.4%
- C/C(=N\N=C\c1ccccc1F)c1nnn(-c2nonc2N)c1C
    14.2, nt, 10.6, -0.1%
- COc1ccccc1CN1CCCC(C(=O)N(C)Cc2ccccc2)C1 (stereo not drawn)
    -1.4, 5.3%, 9.8, 0.7%
- CC1(C)CC(C2N3CC4(C)CN2CC(C)(C3)C4=O)CCO1 (stereo not drawn)
    -7.6, 2.3%, -0.3, -8.5%
- COC(=O)c1sccc1NC(=O)Cc1ccc(OC)cc1
    ?, nt, 0.0, -1.8%
- COC(=O)C1=C(C)Nc2nnnn2C1c1ccc(Cl)cc1Cl (stereo not drawn)
    ?, -9.3%, 1.4, -21.4%

# Reformatted: results already given
smiles | PNC inhibitor | ALOX15B inhib | IMPase cell inh | 12-hLO inh
CCOC(=O)C1=CN(C)C=C(C(=O)OCC)C1c1ccsc1 | 5.9 | -11.3% | 4.1 | -0.9%
COC(=O)c1sccc1NC(=O)Cc1ccc(OC)cc1 | ? | nt | 0.0 | -1.8%

# The results go on:
# Each structure is followed by: PNC inhibitor, ALOX15B inhib, IMPase cell inh, 12-hLO inh
- CN(C(=O)CSc1nnc(Cc2cccc3ccccc23)n1N)C1CCS(=O)(=O)C1 (stereo not drawn)
    ?, -9.8%, 6.9, -3.1%
- CSc1ccccc1C(=O)Nc1cc(C)cc(C)c1
    -3.2, 4.9%, 4.0, -4.6%
- O=C(O)Cc1ccc(N=Cc2c(O)ccc3ccccc23)cc1
    -1.4, nt, nt, -6.1%
- COc1cccc(CNC(=O)C2CCN(S(=O)(=O)c3ccc(F)cc3)CC2)c1
    14.2, 0.2%, 5.5, -4.2%
- CCCCn1c(-c2nn(C)c(C)c2Cl)n[nH]c1=S
    6.7, -1.3%, 2.9, -2.2%
- O=C(Cn1cnc2ccccc21)N/N=C/c1ccco1
    ?, nt, ?, -2.7%
- COc1ccc(/C(N)=N/OC(=O)Cc2ccc(OC)c(OC)c2)cc1
    -15.4, 8.4%, -4.4, 1.7%
- CCCCN(C(=O)Cc1cccs1)c1nnc(-c2cccnc2)s1
    -13.2, nt, 1.1, -4.9%
- Cc1ccccc1NC(=O)C1C2CC/C=C\CCC21 (stereo not drawn)
    ?, nt, nt, 0.5%
- Nc1nonc1-c1nc2ccccc2n1CC(=O)N1CCN(c2ccc(F)cc2)CC1
    -6.2, -0.3%, 2.0, -4.0%
- COc1ccc2c(c1)c(N=O)c(O)n2C
    10.3, -11.4%, 1.0, 2.0%
- CC(c1ccco1)N(C(=O)c1ccc(S(=O)(=O)N2CCCCC2)cc1)c1ccccn1 (stereo not drawn)
    -7.3, 1.9%, 9.1, 2.0%
- CNC(=O)c1sc(SC)cc1-c1ccc(Cl)cc1
    49.7, -0.8%, -6.4, -5.2%
- OCCN1CCN(c2nc(-c3ccccc3)nc3c2oc2ccccc23)CC1
    34.2, 35.6%[activator], 4.1, -2.5%
- COc1ccc2c(c1)c(C(C)=O)c(C)n2-c1ccccc1
    ?, -4.7%, 0.6, 1.7%
- CCC1CCCN1Cn1cnc2c([nH]c3ccccc32)c1=O (stereo not drawn)
    39.4, -7.1%, 9.6, -3.1%
- Cc1ccc(C2(C(F)(F)F)NC(=O)N3CCCN=C3S2)cc1 (stereo not drawn)
    -19.9, 1.6%, 1.3, -3.5%
- CCOc1ccc(NC(=O)c2ccco2)cc1
    30.5, -2.5%, 1.8, -3.9%
- COC(=O)c1ccccc1NC(=O)CSc1nc(-c2ccco2)cc(C(F)(F)F)n1
    -82.1*, 4.5%, -13.5, -0.5%
- CN1CCN(c2nc(-c3cccs3)cc(C(F)(F)F)n2)CC1
    36.6, 10.7%, 14.6, 11.8%
- O=c1cc(-c2ccccc2)[nH]c2ccc(Cl)cc12
    nt, 1.2%[0.0915 µM], nt, 2.4%[0.00818 µM]
- CNC(=O)C(Sc1ccccc1)c1ccccc1 (stereo not drawn)
    ?, -4.6%, -0.1, 0.4%
- CCCn1nnc2c(=O)oc3ccccc3c21
    -24.0, nt, nt, -2.1%
- CCOC(=O)Cn1c(=O)c2c(nc(N3CCCCC3)n2C)n(C)c1=O
    -5.0, 1.4%, -1.3, -1.8%
- COc1cccc(C2Nc3c(F)cc(Br)cc3C3C=CCC32)c1OC (stereo not drawn)
    21.0, nt, nt, -4.3%
- Cc1nc2scc(-c3cccs3)c2c(=O)n1N
    38.3, nt, nt, -0.6%
- COc1ccc(N2C(=O)C3CCCN3C2c2cccc(F)c2)cc1Cl (stereo not drawn)
    -22.9, 1.8%, 0.1, -12.9%
- CCC(C)NC(=O)C1c2ccccc2C(=O)N(c2ccc(OC)cc2)C1c1ccc(OC)cc1 (stereo not drawn)
    -24.3, -1.4%, -5.8, -8.2%
- Cc1ccc2c(c1)-c1c(ssc1=S)C(C)(C)N2C(=O)CN1C(=O)c2ccccc2C1=O
    2.6, ?, -14.0, ?
- CCc1nnc(NC(=O)C2CCN(c3cnccn3)CC2)s1
    ?, -4.4%, -0.9, -6.3%
- CC(C)(C)C1=CC(=O)C(=O)C(C(C)(C)C)=C1
    -5.0, nt, nt, -8.9%
- Cc1[nH]nc2c1C(c1cccc(OC(=O)N3CCOCC3)c1)C(C#N)=C(N)O2 (stereo not drawn)
    -7.8, -5.4%, -1.5, -1.8%
- O=c1[nH][nH]c(-c2ccccc2O)c1C(C[N+](=O)[O-])c1ccc(Cl)cc1Cl (stereo not drawn)
    ?, nt, nt, -18.6%
- COc1cc(NC(=O)c2noc3c2CCCC3)c(OC)cc1Cl
    13.6, -2.0%, -2.0, 2.5%
- COc1ccc(OC)c(NC(=O)CSc2nnc(C3CCCCC3)n2-c2ccccc2)c1
    ?, nt, 16.5, -5.8%
- CC(=O)c1cccc(NC(=O)C=C(C)C)c1
    5.3, -5.0%, 12.0, 1.3%
- Cc1ccc(CNC(=O)C(=O)NCC2OCCN2C(=O)c2ccc(Cl)cc2)cc1 (stereo not drawn)
    32.9, nt, nt, -0.4%
- O=C(c1ccccc1)c1sc(N2CCCCCC2)nc1-c1ccccc1
    -16.6, 9.8%, 3.5, 2.5%
- O=C(CC(=O)N/N=C\c1c(Cl)cccc1Cl)NCc1ccccc1
    96.5, -8.6%, 4.8, -4.5%
- Cc1nnc(C)n1/N=C/c1ccccc1
    24.3, -4.7%, 5.0, 3.8%
- CCCOC(=O)NC(CC)COC(=O)Nc1cccc(C)c1C (stereo not drawn)
    ?, -10.6%, 5.3, -2.7%
- CC(C)c1nnc(NC(=O)c2ccc(S(=O)(=O)N3CCOCC3)cc2)s1
    -29.1, -6.4%, 0.2, -2.9%
- O=C1NC(=O)C2C1C(c1ccccc1)N1C3C(=O)NC(=O)C3C(c3ccccc3)N21 (stereo not drawn)
    39.4, 4.3%, -12.6, 9.5%
- Cc1ccc(N2C(=O)c3cccc4c(N5CCN(C)CC5)ccc(c34)C2=O)c2cccnc12
    -82.6*, 0.3%, 5.4, -0.8%
- CCc1cc(=O)n2[nH]c(C)c(-c3ccccc3OC)c2n1
    ?, -3.4%, -0.5, 8.3%
- CC1(C)CC(=O)C(C=Nc2cccnc2)=C(O)C1
    -3.9, -9.4%, 4.6, -7.1%
- COc1ccccc1/C=N/OCC(=O)NCc1ccc2c(c1)OCO2
    ?, nt, 2.7, -3.3%
- CCOC(=O)Cc1csc(N/N=C/c2ccc(C(F)(F)F)cc2)n1
    -14.0, -12.4%, -0.3, -0.6%
- O=C(COC(=O)CCCOc1ccc(Cl)cc1Cl)NCc1ccccc1
    -2.6, nt, nt, -5.7%
- CC(=O)c1cc(F)c(N2CCN(CCC#N)CC2)cc1C
    24.7, nt, -4.2, -2.6%
- Cn1nc(C(=O)Nc2cccc(C(F)(F)F)c2)ccc1=O
    14.2, 5.4%[2.29 µM], 1.2, -1.7%
- Cc1cc(C)c[n+](CC(=O)c2cc3ccccc3oc2=O)c1
    63.0, -8.0%, 20.0, -9.7%
- COc1cc(CNCCN2CCOCC2)ccc1OCc1ccccc1Cl
    44.0, 70.4%[activator], 1.4, 2.9%
- Nc1c(S(=O)(=O)O)cc(Nc2ccc(Nc3nc(Cl)nc(Nc4ccc(S(=O)(=O)O)cc4)n3)c(S(=O)(=O)O)c2)c2c1C(=O)c1ccccc1C2=O
    nt, -9.2%, ?, -17.3%
- O=C(O)C[C@H]1OCC=C2C[N@@+]3([O-])CC[C@]45c6ccccc6N[C@@H]4[C@@H]1[C@H]2C[C@H]53
    nt, -2.1%[11.4 µM], nt, 4.9%[11.4 µM]
- Cc1ccccc1C(=O)N=c1c(C#N)cc2c(=O)n3cccc(C)c3nc2n1Cc1ccco1
    ?, -15.0%, -9.0, -16.6%
- Cn1ncc2c(=O)n(/N=C/c3ccccc3)cnc21
    ?, nt, nt, 0.2%
- CCOc1ccc(N2CC(C(=O)NCCN3C(=O)S/C(=C\c4ccc(OC)c(OC)c4)C3=O)CC2=O)cc1 (stereo not drawn)
    5.0, nt, nt, -0.5%
- COCCn1c(SCC(=O)Nc2ccc(S(=O)(=O)N(C)C)cc2)nc2ccccc21
    ?, -1.4%, 6.2, 3.0%
- NC(=O)c1csc(-c2ccncc2)n1
    ?, 5.1%, 4.3, 4.0%
- CCOc1ccc(/C=C/C(=O)c2c(O)c3ccccc3oc2=O)cc1
    23.8, -10.6%, -1.1, 1.0%
- CC1CCCCN1C(=O)c1cnn2c(C(F)(F)F)cc(-c3ccco3)nc12 (stereo not drawn)
    1.5, -8.7%, -17.0, -10.3%
- CC(=O)c1cccc(S(=O)(=O)NC2CC2)c1
    -3.6, nt, 5.8, -1.1%
